Source: PubChem BioAssay
HP1b binding inh: HP1-beta chromodomain-methylated histone interaction inhibition | AID 540317 | P83916 | 0.56% of 390,000 active | AlphaScreen HP1-beta / biotin-H3K9me3 peptide binding | Potency, µM (series often up to 114 µM), for the others: at the top dose activity change, negative = inhibition, most hits filed as inhibitors; also: potency is read from the fitted curve at half-maximal effect; nearly all actives have a fitted effect of over 70% in size; inactives centre near 23
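Compound inhibition of the preformed complex between 50 nM HP1-beta and 50 nM biotinylated H3K9me3 peptide was read by AlphaScreen. Buffer was PBS pH 7.4 with 0.01% Tween-20. Incubations ran 30 min at room temperature, with 10 ug/mL donor/acceptor beads.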
Tb PGK inh: blocks T. brucei phosphoglycerate kinase | PGK/GAPDH coupled, Kinase-Glo luminescence, 60 min | Potency, µM (titrated, usually from 57.5 µM), inactives show top-dose activity change, negative = inhibition, hits mostly inhibitors | 0.043% of 380,000 active | AID 602233; also: potency is read from the fitted curve at half-maximal effect; % is scaled to controls: 0 for no effect and ±100 for the full control effect; nearly all actives have a fitted effect of over 60% in size
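Recombinant glycosomal PGK reaction used 1,3-bisphosphoglycerate generated in-well by GAPDH (100nM final) in 100mM TEA pH 7.6, 5mM MgCl2, 0.01% Tween-20. After 60 minutes at room temperature, ATP was read by Kinase-Glo Plus luminescence end-point.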
Pol eta inh: blocks human DNA polymerase eta activity | 1.2% of 390,000 active | Q9Y253 | Potency, µM (top dose mostly 114 µM), without a hit: at the top dose activity change, negative = inhibition, most hits filed as inhibitors | AID 588591 | recombinant Pol eta, fluorescent DNA replication assay; also: potency is read from the fitted curve at half-maximal effect; % is scaled to controls: 0 for no effect and ±100 for the full control effect
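Pol eta at 10 nM preincubated with compounds 15 min at room temperature; reaction started with fluorescent substrate (50 nM final) and read kinetically at 0 and 10 min.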
JMJD2A Tudor: inhibitors of human JMJD2A Tudor domain; AlphaScreen JMJD2A-Tudor / H3K4me3 peptide binding; 4.4% of 390,000 active; AID 504339; Potency, µM (doses to about 114 µM), for inactives: top-dose activity change, negative = inhibition, actives largely listed as inhibitors; O75164; also: potency is read from the fitted curve at half-maximal effect; % is scaled to controls: 0 for no effect and ±100 for the full control effect; nearly all actives have a fitted effect of over 50% in size
GLS inh: glutaminase GLS (human) inhibition. O94925. GLS enzymatic activity, qHTS titration. Potency, µM (titrated, usually from 45.5 µM), without a hit: at the highest dose activity change, negative = inhibition, hits mostly inhibitors. 0.21% of 410,000 active; also: potency is read from the fitted curve at half-maximal effect; % is scaled to controls: 0 for no effect and ±100 for the full control effect
Target sequence (O94925 whole entry, looked up): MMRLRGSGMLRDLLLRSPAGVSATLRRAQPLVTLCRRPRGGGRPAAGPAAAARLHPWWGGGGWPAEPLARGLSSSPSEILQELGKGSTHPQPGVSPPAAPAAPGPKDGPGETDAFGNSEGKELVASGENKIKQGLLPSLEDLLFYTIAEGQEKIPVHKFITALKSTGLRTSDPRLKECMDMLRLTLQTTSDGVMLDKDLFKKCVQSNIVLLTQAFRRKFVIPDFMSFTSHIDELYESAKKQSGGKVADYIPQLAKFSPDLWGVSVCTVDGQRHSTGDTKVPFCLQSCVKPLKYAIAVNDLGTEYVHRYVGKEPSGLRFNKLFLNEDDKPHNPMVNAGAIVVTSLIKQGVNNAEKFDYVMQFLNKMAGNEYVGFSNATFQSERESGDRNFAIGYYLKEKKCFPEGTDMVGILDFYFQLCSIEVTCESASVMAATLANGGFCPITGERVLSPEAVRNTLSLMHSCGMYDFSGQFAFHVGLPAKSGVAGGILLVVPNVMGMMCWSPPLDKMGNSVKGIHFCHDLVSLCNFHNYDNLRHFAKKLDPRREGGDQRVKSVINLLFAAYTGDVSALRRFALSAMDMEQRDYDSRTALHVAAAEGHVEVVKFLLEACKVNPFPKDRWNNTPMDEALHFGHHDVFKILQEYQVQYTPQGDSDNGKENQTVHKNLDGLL
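Glutamate formation by hKGA was monitored fluorometrically using coupled glutamate oxidase, HRP and Amplex Red. Substrate was added as 1 mM L-glutamine solution; incubation was 30 min at RT after an initial read.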
G9a inh: inhibitors of human histone lysine methyltransferase G9a. Potency, µM (doses to about 102 µM), for inactives: top-dose activity, negative = inhibition, hits mostly inhibitors. Q96KQ7. 8.8% of 350,000 active. AID 504332. G9a H3K9 monomethylation, AlphaScreen, 2 h; also: potency is read from the fitted curve at half-maximal effect; % is scaled to controls: 0 for no effect and ±100 for the full control effect; nearly all actives have a fitted effect of over 75% in size
Target sequence (Q96KQ7 913-1193 limits assumed): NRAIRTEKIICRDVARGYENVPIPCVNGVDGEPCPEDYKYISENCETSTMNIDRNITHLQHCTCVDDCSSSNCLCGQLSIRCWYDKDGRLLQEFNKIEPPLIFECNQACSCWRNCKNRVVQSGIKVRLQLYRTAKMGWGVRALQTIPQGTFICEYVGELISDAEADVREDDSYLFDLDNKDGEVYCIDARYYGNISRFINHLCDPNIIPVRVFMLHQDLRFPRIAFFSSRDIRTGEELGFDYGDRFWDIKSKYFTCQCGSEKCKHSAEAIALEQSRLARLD
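Step 1: enzyme (final 20 nM) with compound, 15 min RT. Step 2: substrate peptide 500 nM and SAM 20 uM, 2 h RT. Step 3: anti-H3K9me1 antibody and AlphaScreen beads, 10 min, then plate read.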
Pin1 inhibitor: blocks the human prolyl isomerase Pin1; Pin1 FP peptide displacement, HiFluor488, 10 min; Potency, µM (highest dose often 115 µM), inactives show at the highest dose activity, negative = inhibition, actives largely listed as inhibitors; 0.009% of 390,000 active; active = well fitted inhibition curve with a large enough effect in the polarisation, with a control signal flat, not every such curve was filed as active; inconclusive = small, poorly fitted or top-dose-only effect, or effect the other way, or a change in a side signal; inactive = no such curve, though single readings can be large or run the other way; the % refers to the polarisation; also: potency is read from the fitted curve at half-maximal effect; % is scaled to controls: 0 for no effect and ±100 for the full control effect
Target sequence (Q13526 whole entry, looked up): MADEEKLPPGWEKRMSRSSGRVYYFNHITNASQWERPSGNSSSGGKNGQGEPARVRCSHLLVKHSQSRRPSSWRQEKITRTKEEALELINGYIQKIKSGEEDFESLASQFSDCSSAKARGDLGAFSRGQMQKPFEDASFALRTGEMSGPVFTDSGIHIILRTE
PI4K2A block: blocks human PI4K2A kinase activity | purified PI4K2A, ADP-Glo luminescence, 1 h; stronger effect = lower value | activity change, negative = inhibition, % at 76.9 µM | 0.13% of 420,000 active; in the data active = activity change below about -50%; inconclusive = mostly about -30% to -49%;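 also: -100% = wells without enzyme as full effect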
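Compounds are screened against recombinant PI4K2A using PI as substrate and ATP, the latter dispensed at 300 microM. Reactions run one hour at ambient temperature before ADP-Glo detection; full inhibition defined by wells lacking enzyme.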
BAZ2B inh: blocks human BAZ2B; Q9UIF8; AlphaScreen BAZ2B-H3K14Ac peptide displacement; Potency, µM (series often up to 114 µM), for the others: top-dose activity change, negative = inhibition, hits mostly inhibitors; 4.4% of 360,000 active; AID 504333; also: potency is read from the fitted curve at half-maximal effect; % is scaled to controls: 0 for no effect and ±100 for the full control effect; nearly all actives have a fitted effect of over 60% in size
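AlphaScreen luminescence quantifies BAZ2B engagement of H3K14Ac peptide; the protein and biotinylated peptide are both at 50 nM final, buffer PBS pH 7.4 with 0.01% Tween-20, all steps at room temperature.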
* hit, by the source's call; i = inactive; ? = inconclusive; nt = not tested or not shown; & = joins results of further samples; [ ] = another dose, or the depositor's remark. Unless noted, calls follow the shape of the dose curve; as a rule, active = well fitted curve in the direction sought with a large enough effect; inconclusive = small, poorly fitted or top-dose-only effect, or another doubt; inactive = no such curve, though single readings can be large; an effect the other way counts as inactive or inconclusive.

SMILES	HP1b binding inh	Tb PGK inh	Pol eta inh	JMJD2A Tudor	GLS inh	G9a inh	Pin1 inhibitor	PI4K2A block	BAZ2B inh
CC1CN(c2ncnc3c2oc2ccccc23)CC(C)O1 (stereo not drawn)	54%[activator]	-5%	-14%	-24%	-8%	50µM*	9%	-10	?
CCOc1ccccc1NC(=O)CN1CCc2ccccc2C1	84%[activator]	i	-19%	14%	0%	59%[activator]	3%	3	3%
CCN(CC)CCNc1ccc(Cl)cc1[N+](=O)[O-]	-13%	-4%	2%	-44%	-6%	nt	-11%	-7	nt
COc1ccc(N=C2SC(C(=O)Nc3ccc(C(=O)O)cc3)CC(=O)N2Cc2cccs2)cc1 (stereo not drawn)	-14%	7%	-8%	-23%	6%	7%[59 µM]	-1%	-2	-22%
C/C(NCCc1ccccc1)=C1/CCOC1=O	nt	-5%	-17%	nt	13%	nt	nt	9	nt
S=C(Nc1cccc2ccccc12)NN1CCOCC1	6%	-1%	-2%	-15%	22%	nt	-6%	-7	-27%
CC(NC(=O)Cn1cc(C(F)(F)F)cc(Cl)c1=O)c1ccccc1 (stereo not drawn)	19%	i	-5%	0%	-7%	-5%	?	-5	1%
Cc1cccc(N(CC(=O)NC(C)(C)C)C(=O)CCC(=O)Nc2ccccn2)c1	32%	6%	-9%	-5%	5%	-1%[59 µM]	-12%	-4	-15%
COc1cccc(NC(=O)N(C2CCCCC2)C(C)c2cccs2)c1 (stereo not drawn)	19%	i	-12%	10%	-2%	19%	2%	6	-8%
CCCCSCCCNC(=S)Nc1ccccc1C	0%	8%	-17%	?	9%	-1%[59 µM]	-1%	-2	?
Cc1ccc2c(c1)C(c1ccccc1)N(C(=O)c1ccccc1[N+](=O)[O-])CC(=O)N2 (stereo not drawn)	9%	-2%	-21%	-18%	4%	10%	-2%	5	-38%
CCN(CC)C(=O)C1=C(C)N(CCCOC)C(=O)C(CC(=O)NC(c2ccccc2)c2ccccc2)C1 (stereo not drawn)	nt	i	-5%	nt	0%	nt	nt	4	nt

Record cards, as listed above. Values in the order: HP1b binding inh	Tb PGK inh	Pol eta inh	JMJD2A Tudor	GLS inh	G9a inh	Pin1 inhibitor	PI4K2A block	BAZ2B inh
Profile of `CC(NC(=O)Cn1cc(C(F)(F)F)cc(Cl)c1=O)c1ccccc1` (stereo not drawn) → 19%	i	-5%	0%	-7%	-5%	?	-5	1%
Profile of `Cc1cccc(N(CC(=O)NC(C)(C)C)C(=O)CCC(=O)Nc2ccccn2)c1` → 32%	6%	-9%	-5%	5%	-1%[59 µM]	-12%	-4	-15%

(further entries)
SMILES	HP1b binding inh	Tb PGK inh	Pol eta inh	JMJD2A Tudor	GLS inh	G9a inh	Pin1 inhibitor	PI4K2A block	BAZ2B inh
COc1ccc(C=O)cc1COc1ccc(F)cc1F	-11%	-10%	?	2%[11.4 µM]	-4%	1%	1%	-6	-39%
Cc1ccc(-c2csc(NC(=O)C3=NN(c4ccccc4)C(=O)CC3)n2)cc1	9%	5%	-4%	-24%	7%	-5%[59 µM]	3%	-4	?
C=CCn1c(SCC(=O)Nc2ncc(Cc3ccc(Br)cc3)s2)nnc1-c1ccncc1	25%	i	-3%	-17%	-7%	17%	11%	-8	2%
Cc1nc(SCC(=O)Nc2ccccc2Cl)oc1C	2%	-1%	-11%	-10%	-3%	-29%	-11%	-5	?
CCC(CC)C(=O)N1CCc2cc(OC)c(OC)cc2C1COc1ccc2c(C)cc(=O)oc2c1 (stereo not drawn)	13%	0%	-21%	-14%	4%	-6%[59 µM]	-1%	0	1%
Cc1ccc(CN2CCN(CC(=O)N/N=C/c3ccc(C)o3)CC2)cc1	22%	i	4%	-22%	1%	8%	-3%	1	15%
CCN(c1ccccc1)S(=O)(=O)c1ccc(OC)c(NC(=O)CN2C(=O)NC(C)(C)C2=O)c1	31%	-1%	-24%	-5%	2%	10%[12.7 µM]	5%	4	1%
CCCCN(C(=O)C(C)(C)Oc1ccc(Cl)cc1)c1c(N)n(CCC)c(=O)[nH]c1=O	43%[activator]	3%	-11%	6%	1%	8%[59 µM]	-6%	-3	9%
CCCCN(C(=O)CCn1c(=O)oc2ccccc21)c1ccccc1	46%&39%[activator]	-2%&-2%	-14%&0%	-5%&-1%	0%&1%	4%[59 µM]	-7%&-2%	-2&2	0%
CCC1CCCCN1CCCNC(=O)C(C)n1nc(C)c2sc3ccccc3c2c1=O (stereo not drawn)	51%[activator]	i	-7%	-10%	-2%	-6%	-8%	-12	-14%
O=C(CCN1C(=O)c2ccccc2S1(=O)=O)Nc1ccc(Cl)cc1	60%[activator]	i	-12%	-11%	-2%	nt	4%	-5	-16%
Cc1cccc(Cn2cc(S(=O)(=O)c3cccc(Cl)c3)c(=O)c3cc(F)c(N4CCOCC4)cc32)c1	36%	-8%	-19%	-5%	-3%	6%[59 µM]	7%	-7	4%

Shown as a hit in G9a inh (from the list above):
SMILES	HP1b binding inh	Tb PGK inh	Pol eta inh	JMJD2A Tudor	GLS inh	G9a inh	Pin1 inhibitor	PI4K2A block	BAZ2B inh
CC1CN(c2ncnc3c2oc2ccccc23)CC(C)O1 (stereo not drawn)	54%[activator]	-5%	-14%	-24%	-8%	50µM*	9%	-10	?

(more compounds)
SMILES	HP1b binding inh	Tb PGK inh	Pol eta inh	JMJD2A Tudor	GLS inh	G9a inh	Pin1 inhibitor	PI4K2A block	BAZ2B inh
O=C1C2CC=C(Cl)CC2C(=O)N1CN(Cc1ccco1)CN1C(=O)C2CC=C(Cl)CC2C1=O (stereo not drawn)	32%	-6%	?	-25%	-5%	50µM*	-24%	-1	50µM*
Nc1nc(NCC2CCCO2)nc(Nc2cccc(F)c2)c1[N+](=O)[O-] (stereo not drawn)	39%	-4%	34%[activator]	-13%	-5%	-1%	1%	-2	0%
Cc1ccc(CN(Cc2ccccc2)C(=S)NCC(=O)NCc2cccnc2)o1	1%	5%	-16%	?	1%	28µM*	-3%	0	-25%
COC(=O)c1ccccc1NC(=O)c1cnn(-c2ccc(F)cc2)c1-n1cccc1	-7%	-6%	-15%	-12%	-12%	-3%[59 µM]	-4%	-3	-14%
CCOC(=O)c1cnc(-c2ccccc2)nc1N1CCOCC1	42%	i	-18%	16%	-12%	12%	0%	3	5%
Nc1nonc1-n1nnc(C(=O)N/N=C/c2ccccc2Cl)c1COc1ccc(F)cc1	-1%	-8%	-16%	-19%	-20%	13%	7%	-8	-17%
O=S(=O)(Nc1ncnc2sccc12)c1cccc(F)c1	7%	5%	?	-5%	4%	nt	13%	2	nt
Cc1oc2c(c1C(=O)NCc1cccc(Br)c1)C1=NCCN1C=N2	24%	-5%	-20%	-5%	-5%	10%[59 µM]	5%	-4	-7%
O=C1C2C(C(=O)N1/N=C/c1cccc([N+](=O)[O-])c1)C1C=CC2C12CC2 (stereo not drawn)	16%	2%	-19%	-17%	2%	10%[59 µM]	-2%	4	-6%
CCCC(=O)Nc1ccc(C(=O)Nc2ccc([N+](=O)[O-])cc2OC)cc1	47%[activator]	-1%	0%	-10%	2%	nt	4%	0	-3%
CCCC(=O)Nc1cc(C(=O)N(C)CC(OC)OC)ccc1S(=O)(=O)c1ccc(C)cc1	35%	-9%	2%	4%	-1%	8%	-5%	-2	-5%
Cc1cc(C)nc(NS(=O)(=O)c2ccc(N=NN(C)C)cc2)n1	31%	-8%	-11%	-2%	-4%	nt	-4%	-1	8%
CCCCn1c(O)c(C(CC)=Nc2ccc3c(c2)CCC3)c(=O)[nH]c1=O	23%	-9%	-8%	-21%	-13%	2%[59 µM]	-2%	-3	nt
CCOC(=O)c1c(NC(=O)c2cc(Cl)ccc2Cl)sc2c1CCCC2	143%[activator]	-1%	-17%	53%[activator]	12%	6%[59 µM]	4%	0	7%
O=C(NCc1ccc(F)cc1)C1Cc2ccccc2CN1C(=O)c1ccco1 (stereo not drawn)	-2%	i	-18%	-11%	-3%	2%	-10%	4	-2%
NS(=O)(=O)c1ccc(-n2nncc2-c2ccco2)cc1	12%	-5%	-17%	-8%	-6%	?	-1%	7	-15%
CCCCC(=O)O[C@H]1CC[C@H]2[C@@H]3CCc4cc(O)ccc4[C@H]3CC[C@]12C	25%	8%	-17%	-27%	-7%	5%[59 µM]	?	4	-38%
Cc1nn(Cc2ccccc2)c(C)c1C(=O)N1CCN(S(=O)(=O)/C=C/c2ccccc2)CC1	33%	1%	-13%	-10%	-2%	?	5%	1	14%
O=C(Nc1ccccc1C(=O)N1CCOCC1)c1ccc(Cl)cc1	26%	nt	-5%	-1%	2%	-24%	9%	3	-32%
O=C(COC(=O)c1cnccn1)NCCc1ccccc1	10%	0%	4%	6%	14%	12%	-12%	3	-1%
COC(=O)c1cc(S(=O)(=O)N2CCC(c3ccccc3)C2)c[nH]1 (stereo not drawn)	12%[57 µM]	0%	-3%	-17%	14%	nt	-8%	-1	6%
CC(C)C[C@H](NC(=O)CCn1nnc2ccccc2c1=O)C(=O)O	16%	-2%	-11%	?	-71%	-5%	-3%	11	-2%
C=C(C)c1cccc(C(C)(C)NC(=O)NC2CCCC2)c1	30%	3%	-21%	-7%	2%	2%[59 µM]	4%	3	1%

Look-ups from above:
O=C(CCN1C(=O)c2ccccc2S1(=O)=O)Nc1ccc(Cl)cc1 – BAZ2B inh = -16%
Nc1nc(NCC2CCCO2)nc(Nc2cccc(F)c2)c1[N+](=O)[O-] (stereo not drawn) – BAZ2B inh = 0%
CCC(CC)C(=O)N1CCc2cc(OC)c(OC)cc2C1COc1ccc2c(C)cc(=O)oc2c1 (stereo not drawn) – Tb PGK inh = 0%
Cc1oc2c(c1C(=O)NCc1cccc(Br)c1)C1=NCCN1C=N2 – Tb PGK inh = -5%
Cc1ccc(-c2csc(NC(=O)C3=NN(c4ccccc4)C(=O)CC3)n2)cc1 – HP1b binding inh = 9%
CCN(CC)C(=O)C1=C(C)N(CCCOC)C(=O)C(CC(=O)NC(c2ccccc2)c2ccccc2)C1 (stereo not drawn) – GLS inh = 0%

These rows are one share of the data; count on the stated rates, not on these rows.
